# Assay outcomes from PubChem.
# Eya2 inh = qHTS Assay for Inhibitors of the Phosphatase Activity of Eya2; actives 0.006% (n = 330,000); AID 488837, 2010; recombinant Eya2, OMFP fluorescence dephosphorylation (OMFP is methylfluorescein phosphate); Potency, µM (highest dose often 76.9 µM), for the others: top-dose activity, negative = inhibition, most hits filed as inhibitors; further: potency means the concentration at half of the fitted maximal effect
#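 Eya2 (0.2 uM) preincubated 10 min at ambient with compound, then OMFP substrate added at 50 uM; 10 min reaction in 50 mM HEPES pH 7.5, 50 mM NaCl, 5 uM MgCl2, 0.05% BSA, 1 mM DTT. Fluorescence read at Ex 485/Em 525 nm.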
# Giardia killer = Small Molecules that selectively kill Giardia lamblia: qHTS; actives 0.15% (n = 340,000); AID 540267, 2011; Giardia lamblia trophozoite viability; activity change, % at 7.66 µM, hits read low; in the data active means activity change below about -80%; inconclusive means between about -30% and that limit;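 further: parasites exposed to compound for two days anaerobically before the ATP read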
#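 Trophozoites 100 cells/well + cpd; 48 hrs, 37 deg C, anaerobic. ATPLite 1-Step added, 15-30 min RT, luminescence read (ATP-based viability).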
# KCNH2 WT inh = qHTS for Inhibitors of KCHN2 3.1: Wildtype qHTS | Voltage-gated inwardly rectifying potassium channel KCNH2 (Homo sapiens), Q12809 | U2OS, BacMam KCNH2, thallium flux FluxOr; stronger effect = lower value | activity change, % at 1.84 µM | actives 0.37% (n = 340,000);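 active means maximum activity change below -70%; inconclusive means maximum activity change between -70% and -50%; inactive means maximum activity change above -50%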
#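 U2OS cells were transduced with wild-type KCNH2 virus (2.03 x 10^8 / mL) for 4 h at room temperature, then cultured overnight at 37 C. Thallium flux was read with FluxOr dye. Rate constants were normalized to DMSO controls.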
# BCR signal inh = qHTS Assay to Find Inhibitors of Chronic Active B-Cell Receptor Signaling; AID 493014, 2011; Potency, µM (highest dose often 46.1 µM), inactives show at the highest dose ratio change, negative = lower green/red ratio, most hits filed as inhibitors; actives 0.05% (n = 340,000); ABC-DLBCL IkBa-CBG/CBR reporter, luminescence ratio, 4 h; active means well fitted inhibition curve with a large enough effect in the signal ratio, with a control signal flat, not every such curve was filed as active; inconclusive means small, poorly fitted or top-dose-only effect, or effect the other way, or a change in a side signal; the % refers to the signal ratio;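 further: potency means the concentration at half of the fitted maximal effect; plate controls were basal doxycycline-induced cells for no effect and cells given 10 µM MG132 for full effect; MG132 reads +100%, hits lower the ratio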
#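 Compounds up to 46 uM were incubated four hours with TMD8 cells whose green CBG68 luciferase is fused to IkappaBalpha; red CBR luminescence normalised the signal, and concentration-effect curves were fitted to fusion, red and ratio data.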
# uPA generation = qHTS for Inhibitors of Cell Surface uPA Generation; cell surface uPA generation assay, qHTS; actives 0.31% (n = 330,000); AID 540303, 2011; Potency, µM (titrated, usually from 38.3 µM), for the others: at the highest dose activity change, negative = inhibition, most hits filed as inhibitors; active means well fitted inhibition curve with a large enough effect; inconclusive means small, poorly fitted or top-dose-only effect; inactive means no such curve, though single readings can be large or run the other way; tested in mouse RAW 264.7 cells; further: potency means the concentration at half of the fitted maximal effect; nearly all actives have a fitted effect of over 55% in size
# KCNH2 3.1 inh = qHTS for Inhibitors of KCHN2 3.1: Mutant qHTS | Potassium voltage-gated channel subfamily H member 2, brain isoform KCNH2 3.1 (human) | U2OS KCNH2 3.1, thallium flux FluxOr; stronger effect = lower value | activity change, % (tested at about 1.8 µM) | actives 0.95% (n = 340,000) | AID 720553, 2013;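 active means maximum activity change below -70%; inconclusive means maximum activity change from -70% to -50%; inactive means maximum activity change above -50%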;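 further: thallium influx rate constant from kinetic fluorescence after stimulation buffer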
#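 Virally transduced U2OS (3.1 isoform, 4 h infection in dark at RT) → overnight 37 C → FluxOr + Red40 in HBSS/HEPES, 45 min → stimulation buffer, 2 min kinetic read → rate constant vs DMSO controls.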
# B2AR arrestin = qHTS assay of beta-arrestin-biased ligands of beta2-adrenergic receptor | beta-arrestin recruitment to beta2AR, cell-based reporter | Potency, µM (titrated, usually from 46.1 µM), for the others: at the top dose activation, actives largely listed as activators | actives 0.02% (n = 330,000) | Beta-2 adrenergic receptor (Homo sapiens), P07550;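 further: potency means the concentration at half of the fitted maximal effect; 0% = DMSO controls and full agonism = EC100 isoproterenol or metaproterenol; nearly all actives have a fitted effect of over 65% in size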
# PKM2 activator = qHTS Assay for Activators of Human Muscle isoform 2 Pyruvate Kinase. Pyruvate kinase PKM (Homo sapiens), P14618. purified PKM2, Kinase-Glo ATP luminescence, activation; response scale: 0% is enzyme alone, no compound. Potency, µM (titrated, usually from 57.5 µM), for inactives: top-dose activation, most hits filed as activators. actives 0.34% (n = 260,000); further: potency means the concentration at half of the fitted maximal effect; nearly all actives have a fitted effect of over 55% in size
#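 Purified hPK-M2 (>95%) run at intermediate activity with 0.1 mM ADP and 0.5 mM PEP in 50 mM imidazole pH 7.2, KCl, MgCl2; 1 h room temperature. ATP formed read by Kinase-Glo luminescence; normalized to uninhibited and no-enzyme controls.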
# Coupling enz = qHTS Assay for Inhibitors of Fructose-1,6-bisphosphate Aldolase from Giardia Lamblia: Coupling assay counterscreen; actives 0.67% (n = 290,000); activity change, negative = inhibition, % at 58.2 µM, hits read low; AID 2472, 2010; coupling enzyme system counterscreen, AmpLite Red fluorescence; in the data active means activity change below about -30%
#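 Compounds tested against the coupling enzymes alone at 57.5 uM final; readout was AmpLite Red fluorescence (525/598 nm) after 20 min at RT.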
# USP2a block = qHTS Assay for Inhibitors of Ubiquitin-specific Protease USP2a Using CHOP2 as the Reporter | Ubiquitin carboxyl-terminal hydrolase 2 (Homo sapiens), O75604 | USP2 core, Ub-CHOP2 coupled fluorogenic reporter, 485/531 | Potency, µM (doses to about 38.3 µM), for inactives: top-dose activity change, negative = inhibition, hits mostly inhibitors | actives 0.01% (n = 330,000);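 further: potency means the concentration at half of the fitted maximal effect; plate controls were DMSO wells for no effect and full inhibition by NEM control for full effect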
# Target sequence (O75604 whole entry, looked up): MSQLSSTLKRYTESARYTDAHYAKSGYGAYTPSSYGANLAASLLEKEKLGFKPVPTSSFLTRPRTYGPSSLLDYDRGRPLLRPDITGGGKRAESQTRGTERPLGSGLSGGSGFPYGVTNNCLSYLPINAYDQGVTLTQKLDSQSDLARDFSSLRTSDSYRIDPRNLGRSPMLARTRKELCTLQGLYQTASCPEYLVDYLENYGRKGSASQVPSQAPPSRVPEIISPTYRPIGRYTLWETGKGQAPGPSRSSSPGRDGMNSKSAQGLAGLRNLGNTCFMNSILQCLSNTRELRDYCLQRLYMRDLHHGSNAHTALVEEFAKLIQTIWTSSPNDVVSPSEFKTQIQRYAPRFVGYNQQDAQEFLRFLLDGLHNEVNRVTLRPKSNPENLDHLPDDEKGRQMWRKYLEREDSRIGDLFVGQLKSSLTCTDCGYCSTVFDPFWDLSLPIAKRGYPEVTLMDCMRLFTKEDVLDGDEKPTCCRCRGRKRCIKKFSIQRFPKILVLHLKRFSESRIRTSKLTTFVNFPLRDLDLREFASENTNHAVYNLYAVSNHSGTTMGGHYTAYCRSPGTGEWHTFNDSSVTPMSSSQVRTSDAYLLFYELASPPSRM
#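 Deubiquitinase activity read as fluorescence (485/531 nm) after Ub-CHOP2 cleavage activates the enterokinase reporter on its substrate; USP2 core 10nM, Ub-CHOP2 and substrate 25nM each, 30min compound preincubation then 60min RT; data normalized to NEM, curves fitted.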
# GALK inhibitor = qHTS Assay for Inhibitors of Human Galactokinase (GALK). P51570. Purified GALK, Kinase-Glo residual ATP luminescence. Potency, µM (series often up to 57.5 µM), inactives show top-dose activity change, negative = inhibition, hits mostly inhibitors. actives 0.007% (n = 270,000); further: potency means the concentration at half of the fitted maximal effect
# Target sequence (P51570 whole entry, looked up): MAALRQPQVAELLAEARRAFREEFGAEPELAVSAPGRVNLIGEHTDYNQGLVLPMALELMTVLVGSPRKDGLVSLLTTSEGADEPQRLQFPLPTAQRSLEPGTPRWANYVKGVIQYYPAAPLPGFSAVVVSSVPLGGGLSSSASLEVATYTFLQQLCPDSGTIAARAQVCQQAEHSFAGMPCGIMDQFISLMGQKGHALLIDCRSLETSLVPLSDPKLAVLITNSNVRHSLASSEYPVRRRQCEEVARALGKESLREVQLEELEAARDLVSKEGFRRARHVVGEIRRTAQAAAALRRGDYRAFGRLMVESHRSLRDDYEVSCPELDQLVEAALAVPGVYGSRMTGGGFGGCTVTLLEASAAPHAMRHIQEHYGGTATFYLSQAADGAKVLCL
#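 5 nM enzyme, 35 uM ATP, 100 uM galactose, 20 mM HEPES pH8.0, 5 mM MgCl2; 1 h RT; residual ATP by Kinase-Glo Plus luminescence, qHTS format.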
# * marks the source's active call; other numbers are inactive results; ? = inconclusive; . = no result given; [ ] = another dose, or the depositor's remark. Unless noted, the call rests on the fitted dose curve; in most records, active means well fitted curve in the direction sought with a large enough effect; inconclusive means small, poorly fitted or top-dose-only effect, or another doubt; inactive means no such curve, though single readings can be large; an effect the other way counts as inactive or inconclusive. Unless noted, on the % scale 0 is the no-effect control and ±100 the full control effect.
nr	SMILES	BCR signal inh	Coupling enz	Giardia killer	PKM2 activator	Eya2 inh	GALK inhibitor	KCNH2 WT inh	B2AR arrestin	uPA generation	USP2a block	KCNH2 3.1 inh
1	Cc1cccc(N2CC(O)(c3cccs3)[N+]3=C2CCCC3)c1C (configuration not stated)	-1%	0	-1	14%	-8%	7%	16	0.5%	-3%	-3%	8
2	COC(=O)Nc1ccc(S(=O)(=O)N2CCCC(C(=O)NC3CCCCC3)C2)cc1 (configuration not stated)	2%	4	6	1%	18%	0%	1	-1.1%	1%	2%	-8
3	Cc1ccc(C)c(S(=O)(=O)NCC(=O)N2CCCC2)c1	8%	2	12	-1%[11.5 µM]	4%	7%	7	-0.6%	0%	0%	8
4	CN(C)C(=O)CSc1nnc(-c2cnccn2)n1C	-8%	0	2	0%	-12%	0%	-2	0.3%	3%	2%	3
5	O=C(CCN1C(=O)c2ccc([N+](=O)[O-])cc2C1=O)Nc1ccccc1C(=O)O	-5%	2	-5	-4%	-7%	1%	-1	-0.5%	-3%	1%	-16
6	CCOC(=O)N1CCN(Cc2nc(N)nc(Nc3ccc(C)cc3)n2)CC1	-1%	-1	-27	3%	2%	-1%	0	-0.8%	.	0%	-78*
7	Cc1cccc(NC(=O)CN2CCN(C(=O)c3oc4c(Cl)cccc4c3C)CC2)c1C	-26%	.	-8	.	-11%	.	30	0.3%	-14%	-1%	-9
8	C[C@@H](OC(=O)c1[nH]cnc1C(=O)N1CCN(C(=O)OC(C)(C)C)CC1)c1ccccc1	0%	.	-3	.	3%	.	14	-0.1%	6%	0%	2
9	COC(=O)C1=C(C(=O)OC)C(c2ccc(OC)c(OC)c2)c2sc(=O)[nH]c2S1 (configuration not stated)	?	-2	5	-2%	-3%	-1%	1	0.2%	-5%	15%	14
10	CC(NC(=O)C1CCN(C(=O)Nc2ccccc2)CC1)c1ccccc1 (configuration not stated)	-10%	.	4	.	-38%	.	-3	-0.2%	-1%	0%	-6
11	CCN1C(=O)[C@H]2[C@H]3CN=C(SCc4ccccc4)N3[C@@](C)(C(=O)OC)[C@H]2C1=O	2%	.	4	.	6%	.	2	-0.8%	-8%	-1%	18
12	CCN(CC(=O)Nc1cccc(OC)c1)CC(=O)Nc1ccccc1C	-12%	-1	-14	.	?	-1%	3	-0.5%	-1%	0%	-4
13	COc1cc(C(=O)NC2CC(C)(C)Cc3c2cnn3-c2ccccc2)cc(OC)c1OC (configuration not stated)	0%	1	7	-2%	1%	9%	5	0.1%	1%	4%	-15
14	O=C1c2ccccc2C(=O)N1/N=C/c1ccc(O)c(O)c1	?	1	-14	7%	2%	2%	-1	-0.6%	0%	0%	10
15	CCOC(=O)/C=C/c1nc(C(=O)OCC)c(C)c(=O)[nH]1	?	4	3	0%	15%	12%	1	-0.6%	?	9%	9
16	CN(Cc1ccccc1)C(=O)CN1C(=O)COc2ccc(S(=O)(=O)N3CCCC3)cc21	?	4	21	.	-8%	8%	1	0.1%	-9%	1%	-24
17	COc1cc(/C=C\C(=O)NCc2ccc3c(c2)cc(C)n3C)cc(OC)c1OC	?	-2	-4	11%	1%	.	-7	-1.1%	-8%	-2%	15
18	Cc1cccc(CN2CCSc3sccc3C2=O)c1	4%	0	2	2%	-10%	0%	-9	-0.6%	2%	-1%	-13
19	CCCCOc1cccc(OCC(=O)Nc2nc3ccccc3[nH]2)c1	-1%	-1	1	3%	0%	2%	-3	-0.4%	-2%	3%	0
20	CCCc1cc(=O)n2[nH]c(-c3ccc(Br)cc3)cc2n1	?	-2	-25	-3%	-2%	-4%	1	0.0%	-6%	-5%	-14
21	Cc1ccccc1OC(=O)n1c(=S)oc2cc(Cl)ccc21	?	1	-7	-16%	18%	-2%	-3	-0.2%	1%	1%	7
22	O=C(CN1CCN(S(=O)(=O)c2ccccc2)CC1)Nc1cccc(C(F)(F)F)c1	2%	-6	-1	2%	-3%	0%	3	0.3%	-5%	4%	-18
23	CCN(CC)C(=O)CSc1nc(COc2ccccc2)nc2ccccc12	-7%	-1	-9	0%	-5%	1%	4	0.5%	-11%	0%	3
24	COc1ccc(CN2CCN(S(=O)(=O)c3ccccc3)CC2)c(OC)c1	?	-6	7	4%	4%	-2%	-4	-0.1%	.	4%	-26
25	Cc1ccccc1N=C1NC(=O)/C(=C/c2cccn2C)S1	?	-1	-23	2%	0%	-2%	14	-0.3%	?	0%	-26
26	Cc1noc(/C=C/N(C)C)c1S(=O)(=O)N1CCN(c2ccccc2)CC1	?	4	-5	16%	-5%	2%	7	-0.3%	-17%	-3%	22
27	S=c1nc(-c2ccccc2)[nH]c2ccc(Br)cc12	?	5	-3	1%	-8%	1%	-73*	?	-4%	4%	0
28	Cc1ccc(CNC(=O)c2ccc(Cn3nc(C)cc3C)o2)cc1	4%	-1	-12	.	-1%	-1%	28	-0.2%	-8%	1%	-3
29	CCN1C(=O)[C@H]2[C@@H](c3ccc(SC4CCCCC4)c(OC)c3)N3CCCC[C@@]3(C(=O)OC)[C@H]2C1=O	2%	.	7	.	-9%	.	16	0.2%	-3%	-1%	-9
30	COc1cc2ncnc(NCc3ccccc3)c2cc1OC	-6%	-1	-2	-10%	9%	1%	4	0.2%	-1%	0%	-3

# Additional compounds follow.
nr	SMILES	BCR signal inh	Coupling enz	Giardia killer	PKM2 activator	Eya2 inh	GALK inhibitor	KCNH2 WT inh	B2AR arrestin	uPA generation	USP2a block	KCNH2 3.1 inh
31	Nc1ncc2c(n1)-c1cc(Cl)ccc1SC2	?	1	16	0%	-9%	1%	1	-0.9%	-5%	-2%	6
32	Cc1nnc(SCC(=O)Nc2ccc3c(c2)OCO3)n(N)c1=O	1%	-2	6	18%	-9%	-1%	3	-0.2%	-1%	2%	9
33	CCn1c(-c2cc(-c3ccc(OC(C)C)cc3)nc3ccccc23)n[nH]c1=S	?	-3	-16	3%	-5%	-2%	14	0.0%	.	3%	16
34	COc1ccc2cc(OCC(=O)NNC(=O)Nc3ccc(F)cc3)ccc2c1	-2%	.	5	-14%	-7%	4%	0	-0.3%	1%	0%	15
35	CCC(=O)N1CCc2cc(S(=O)(=O)NCCC(=O)N3CCN(Cc4ccccc4)CC3)ccc21	0%	-1	15	4%	12%	0%	2	0.4%	-3%	-1%	14
36	Cc1cccc(Cn2c(C(C)O)nc3ccccc32)c1 (configuration not stated)	-2%	0	-21	-3%	21%	-1%	5	-0.3%	-6%	1%	11
37	C=C(C)C(=O)Nc1cccc(C2=NOC3(C2)C[C@H](C(N)=O)N(C(=O)COc2ccc(Cl)cc2)C3)c1 (some centres not stated)	1%	1	-3	1%	-8%	-2%	-26	0.0%	10%	-8%	15
38	COc1cccc(-c2cn(C[C@H]3CC[C@@H]([C@@H]4CC[C@H](Cn5cc(-c6cccc(OC)c6)nn5)O4)O3)nn2)c1	4%	2	-24	-1%	-4%	.	4	-0.7%	5%	-1%	-32
39	Cc1ccc(S(=O)(=O)N2CC(O)CC2C(=O)O)cc1 (configuration not stated)	3%	0	-4	.	-9%	-2%	-1	-1.2%	2%	4%	-1
40	Cc1ccc(OCCCC(=O)N(C)CC(=O)Nc2ccccc2Cl)cc1	-18%	.	7	.	0%	.	11	-0.2%	-2%	0%	7
41	Nn1cnnc1SC1CCCCC1NS(=O)(=O)c1ccccc1 (configuration not stated)	1%	4	-3	9%	-4%	-4%	-15	0.1%	-3%	1%	3
42	Cc1ccc(NC(=S)NNC(=O)c2c([N+](=O)[O-])c(C)nn2C)cc1	1%	-6	6	-4%	3%	-1%	5	0.1%	.	-2%	5
43	Cc1sccc1/C=N/NC(=O)c1cccc2ccccc12	-1%	-6	2	0%	4%	0%	2	-0.7%	-9%	3%	2
44	O=C(COC(=O)C1CCN(S(=O)(=O)c2cc([N+](=O)[O-])ccc2Cl)CC1)Nc1ncc(Cl)cc1Cl	-2%	.	27	-9%	10%	4%	-13	-0.3%	3%	0%	-18
45	Cc1c(=O)n(OCc2ccc(Cl)cc2)c2ccccc2[n+]1[O-]	9%	0	11	4%	-2%	9%	5	0.0%	-8%	2%	7
